GDH-TPI counter = inhibits GDH-TPI coupling enzymes, artifact for Mtb FBA screen | GDH-TPI coupled enzyme counterscreen, NADH absorbance | inhibition, % at 4.8 µM | AID 588335 | hit rate 1.2% among 360,000;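 note: 0% = DMSO wells and 100% = wells lacking the enzyme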
Mtb UGM inh = Mtb UDP-galactopyranose mutase inhibition | P9WIQ1 | purified UGM, fluorescence polarization probe displacement | inhibition, % at 10 µM | hit rate 0.06% among 320,000 | AID 504406; in the data active = inhibition above about 10%, passing the limit was not always enough; inconclusive = no clear call, values can overlap the other calls
Target sequence (P9WIQ1 whole entry, looked up): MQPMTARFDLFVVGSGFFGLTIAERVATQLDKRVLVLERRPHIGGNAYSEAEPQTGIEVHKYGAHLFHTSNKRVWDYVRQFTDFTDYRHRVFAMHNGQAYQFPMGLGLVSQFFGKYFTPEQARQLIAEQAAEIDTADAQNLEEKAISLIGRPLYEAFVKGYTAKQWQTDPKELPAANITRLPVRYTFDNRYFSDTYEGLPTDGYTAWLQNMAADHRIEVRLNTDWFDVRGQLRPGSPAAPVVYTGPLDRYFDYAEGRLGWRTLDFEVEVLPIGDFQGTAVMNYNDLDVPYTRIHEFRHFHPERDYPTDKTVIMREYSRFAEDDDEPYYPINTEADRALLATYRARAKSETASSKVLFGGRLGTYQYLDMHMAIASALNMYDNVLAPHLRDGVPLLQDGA
BoNT-A LC inh2 = inhibitors of Botulinum neurotoxin A light chain protease | multiplex microsphere protease substrate cleavage, flow cytometry | inhibition, % at 10 µM | hit rate 0.17% among 360,000 | AID 588499; in the data active = inhibition above about 30%; inconclusive = no clear call, values can overlap the other calls; note: plate controls were buffer without enzyme for full effect and enzyme alone for no effect
FBA Mtb inh = inhibits M. tuberculosis FBA enzyme | P9WQA3 | purified M. tuberculosis FBA, fluorescence read-out | inhibition, % at 1 µM | hit rate 2.3% among 360,000 | AID 588726; in the data active = inhibition above about 27%;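 note: 0% = vehicle and 100% = reference inhibitor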
Target sequence (P9WQA3 whole entry, looked up): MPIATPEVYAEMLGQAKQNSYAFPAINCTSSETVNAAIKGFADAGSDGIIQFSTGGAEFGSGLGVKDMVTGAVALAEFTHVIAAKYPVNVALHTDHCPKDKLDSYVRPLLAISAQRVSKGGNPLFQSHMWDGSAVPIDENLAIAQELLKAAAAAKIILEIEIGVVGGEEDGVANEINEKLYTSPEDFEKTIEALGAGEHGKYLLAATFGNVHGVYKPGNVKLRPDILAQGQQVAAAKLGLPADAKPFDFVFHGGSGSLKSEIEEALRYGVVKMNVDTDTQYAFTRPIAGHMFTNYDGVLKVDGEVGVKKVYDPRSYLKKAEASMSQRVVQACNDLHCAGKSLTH
CCHF vOTU inh = blocks the CCHF virus ovarian tumor domain protease; CCHFV vOTU protease, Pep-AMC fluorescence; inhibition, % at 11.5 µM; hit rate 0.55% among 370,000; AID 651958; note: 0% = vehicle wells with enzyme and 100% = no enzyme wells
FadD28 binding = M. tuberculosis FadD28 bisubstrate binding inhibition | FadD28 bisubstrate probe binding, fluorescence polarization | inhibition, % at 12.5 µM | hit rate 0.22% among 360,000; in the data active = inhibition above about 8.5%, passing the limit was not always enough; inconclusive = no clear call, values can overlap the other calls
BioA inh = inhibitors of Mycobacterium tuberculosis BioA enzyme. purified M. tuberculosis BioA enzyme, plate reader. inhibition, % at 9.99 µM. hit rate 0.096% among 360,000. AID 602481; in the data active = inhibition above about 40%; inconclusive = no clear call, values can overlap the other calls
PrPC TRFRET = cell surface PrPC inhibition, primary TR-FRET screen; inhibition, % at 13.8 µM; AID 720596; TR-FRET read-out; hit rate 0.43% among 370,000; in the data active = inhibition above about 24%; note: 0% = median of the test wells and 100% = reference compound wells
BoNT-F LC inh = inhibitors of Botulinum neurotoxin F light chain protease. Multiplex microsphere protease cleavage assay, flow cytometry. inhibition, % at 10 µM. hit rate 0.22% among 360,000; in the data active = inhibition above about 35%, passing the limit was not always enough; inconclusive = no clear call, values can overlap the other calls; note: plate controls were buffer without enzyme for full effect and enzyme alone for no effect
* = called active by the depositor; ? = inconclusive; / = no result given. Cut-off read from the data, not from the text of the source, unless noted: active = inhibition above about 30%; inactive = the rest.

SMILES	GDH-TPI counter	Mtb UGM inh	BoNT-A LC inh2	FBA Mtb inh	CCHF vOTU inh	FadD28 binding	BioA inh	PrPC TRFRET	BoNT-F LC inh
O=C(Nc1cccc(Cl)c1)c1cc(-c2ccco2)on1	-2.7	-1.0	-0.5	-3.6	14.1	-2.0	-2.1	7.3	1.9
CCOC(=O)N1CCC(c2nc(C)sc2C(=O)O)CC1	6.7	2.0	-0.2	0.6	8.1	-2.3	-0.4	-1.8	5.0
CC(C)CC(=O)c1c(O)c(C=O)c(O)c2c1O[C@@]1(C)[C@@H](C2)C[C@H]2C[C@@H]1C2(C)C	3.1	-3.3	-0.3	-2.5	-5.2	0.7	-2.2	5.0	-3.8
CC(=O)c1cccc(NC(=O)CN(C)S(=O)(=O)c2ccc3c(c2)CC(C)N3C(C)=O)c1 (configuration not stated)	5.0	1.5	1.3	-1.3	13.4	-2.7	-2.0	7.8	-0.6
COc1ccc(-n2c3c(cc(C#N)c2=O)C(=O)CCC3)cc1	1.9	-2.8	0.2	-0.3	-15.1	-1.4	-0.4	4.6	3.4
COc1ccc(C)cc1S(=O)(=O)N(C)CC(=O)NC1CCCCC1	2.2	-1.0	0.1	-1.4	6.5	-0.3	11.6	6.0	-8.7
Cc1cccc2[nH]c(-c3ccc(NC(=O)c4ccco4)cc3)nc12	58.3*	2.7	-0.8	-2.3	7.5	-27.4	-2.7	-1.2	9.1
C/C(=N\N1CCN(c2ccc(Cl)cc2)CC1)c1cccs1	-11.3	1.0	0.2	-2.4	-0.3	-3.6	/	5.7	2.4
CCOC(=O)C1(Cc2cccc(Cl)c2)CCCN(C(=O)CCOC)C1 (configuration not stated)	5.0	0.6	0.3	2.9	16.1	-0.3	-5.9	3.0	-2.6
CCOC(=O)[C@@H]1[C@H]2COc3ccc(Br)cc3[C@@H]2N2C(=O)N(c3ccc(F)cc3)C(=O)[C@]12C	8.6	1.5	-0.1	1.8	12.2	-12.8	0.2	-0.5	-9.7
S=C1NCCOCCOCCOCCNC(=S)NCCOCCOCCOCCN1	-5.0	-0.4	-1.6	3.3	-4.5	-2.4	0.4	4.0	9.5
O=C(CN1CCN(c2ccccc2O)CC1)Nc1ccc2c(c1)CCC2	8.1	-1.6	0.1	1.1	-7.5	-1.7	/	-2.0	-2.8
CC(=O)c1cnc2cc(-c3ccc(C)cc3)nn2c1C	17.6	-1.2	0.7	9.2	-15.7	-0.1	-2.3	-1.2	0.3
Cc1ccc(CN2CCN(/N=C/c3cc([N+](=O)[O-])ccc3Cl)CC2)cc1	-2.2	2.1	-1.1	-1.7	-2.2	-3.5	0.5	-7.9	-3.8
Brc1ccc(-c2noc3c2-c2nc(-c4ccccc4)sc2CC3)cc1	4.9	2.8	0.3	-3.8	5.6	-2.9	-5.1	-0.5	3.3
Clc1ccccc1C(c1nnnn1Cc1ccco1)N1CCN(Cc2ccco2)CC1 (configuration not stated)	-2.9	2.7	0.3	2.2	12.0	-3.9	0.3	3.3	4.9
CCN(CCn1cccn1)C(=O)CC1C(=O)NCCN1Cc1cc(OC)cc(OC)c1 (configuration not stated)	7.8	-0.1	0.0	-4.6	-11.1	-2.3	/	2.1	-1.2
O=C(c1ccccn1)N(c1ccccc1)C1(C(=O)NC2CCCCC2)CCCCC1	1.2	-1.8	-0.5	3.5	20.8	-2.0	/	-6.7	0.6
COc1ccccc1CN1CCN(C(=O)COc2cccc(C)c2)CC1	-9.3	-0.9	-0.1	6.5	4.6	-3.8	1.3	-3.6	2.3
Cc1c(OCC(=O)N(C)C)ccc2c3c(c(=O)oc12)CCCCC3	15.6	2.0	-0.6	88.1*	-26.5	-0.9	0.6	-4.0	-3.4
COc1ccc(-c2ccnc3nc(N4CCN(c5ccccc5)CC4)nn23)cc1	21.9	0.5	?	-0.8	-4.6	-0.6	3.6	-1.4	-2.3
COc1ccc(NC(=O)c2cnc(SC)nc2)cc1	12.9	-1.0	/	1.1	17.6	-0.6	9.6	3.1	/
Cc1cccc(N(C(=O)CNC(=O)c2ccco2)C(C(=O)NC2CCCC2)c2cccnc2)c1 (configuration not stated)	-3.5	4.3	1.2	0.4	11.0	-3.7	0.3	-4.3	?
Cc1ccc(C(=O)c2c3ccc(C(F)(F)F)cc3[n+]([O-])n2CCCN)cc1	9.0	2.4	0.9	6.9	7.8	-1.4	6.5	-22.4	-4.1
CN(CC(=O)Nc1ccccc1Br)C(=O)COc1ccc2ccccc2c1	-2.1	-1.0	-0.5	0.1	-4.7	-1.4	-0.7	-1.4	3.1
O=C(c1ccc([N+](=O)[O-])c(CS(=O)(=O)c2ccc(Cl)cc2)c1)N1CCCCC1	-2.9	0.8	0.1	-3.1	-10.3	-1.5	-0.3	-15.8	-2.0
Cc1nc(C)n(CC(=O)c2ccc(Cl)cc2Cl)n1	-8.3	0.3	-6.5	1.7	2.7	-3.7	/	-4.7	?
CCOC(=O)C1CCN(C(=O)CNC(=O)OC(C)(C)C)CC1	1.3	3.0	0.1	3.3	10.6	-0.7	-1.3	3.9	?
Cc1ccccc1-n1c(C)nnc1SCc1nc2ccccc2s1	4.1	0.0	0.7	-0.2	3.9	-1.8	-0.1	-3.8	-20.2
CCN(C(=O)CSc1ncn[nH]1)C1CCCCC1	-7.1	3.9	0.3	-2.1	-3.3	-1.3	0.8	-2.5	-2.3
O=C(Cc1ccc(Cl)cc1)Nc1ccc(-c2cc3ccccc3oc2=O)c(Cl)c1	2.9	1.1	-0.9	0.5	-6.3	-0.6	-1.6	2.8	-10.8
O=C(NN=C1CCCCCC1)c1ccc2c(c1)OCO2	7.5	-3.8	-1.6	-2.6	1.4	-2.4	-1.6	9.9	4.1
CCOc1ccccc1NC(=O)CN1C(=O)COc2ccc(Cl)cc21	8.9	-2.9	-0.3	2.3	-1.1	-2.0	0.1	2.6	-0.7
CCOc1cc(/C=N/NC(=O)C(O)(c2ccccc2)c2ccccc2)ccc1OC(=O)c1ccco1	14.0	3.4	-0.1	-0.1	13.4	-10.8	0.0	-10.2	-2.6
C/C(=N\NC(=O)c1ccc(CSc2cccc3cccnc23)cc1)C1CCCCC1	11.5	1.5	1.4	17.0	-27.3	-4.3	/	-9.4	-2.4
COCCn1c(CN(C)Cc2ccccc2)nc2c1c(=O)n(C)c(=O)n2C	4.8	0.9	-0.6	4.2	1.1	-1.8	0.0	9.2	-2.3
Cc1ccccc1C(OCCN(C(C)C)C(C)C)c1ccccc1 (configuration not stated)	14.0	-1.6	0.1	-0.2	-0.2	-1.7	/	-10.2	10.9
CCCCNC(=O)Nc1ccc(C(O)(C(=O)OCC)C(F)(F)F)cc1 (configuration not stated)	7.9	-0.6	-0.1	0.4	1.9	0.4	0.2	1.1	-10.1
CC(=O)c1cccc(CN2CCCC(CCC(=O)NCc3ccc(F)c(F)c3)C2)c1 (configuration not stated)	3.2	-1.2	0.8	1.2	-6.6	-0.5	1.3	-8.7	-0.9
COc1ccc(C2C(C(C)=O)=C(O)C(=O)N2c2ccc(F)cc2)cc1 (configuration not stated)	18.8	-0.6	/	-1.8	-6.4	-1.9	-1.0	-1.7	/
Cc1ccc(S(=O)(=O)N2CC(O)C[C@H]2C(=O)OCC(=O)Nc2ccc(N3CCCCC3)cc2)cc1C (some centres not stated)	18.7	/	2.0	4.9	2.5	-0.2	-0.9	-2.0	-2.4
COc1cc(Cn2ccnc2)c(OC)cc1Cn1ccnc1	5.4	1.7	0.1	-1.6	-17.4	-0.6	0.0	-3.2	11.9
O=C1/C(=C/c2cccc(Br)c2)SC(=S)N1/N=C/c1cc([N+](=O)[O-])ccc1O	10.8	-0.6	-0.9	-2.8	2.9	0.7	/	3.3	-1.9
CCOC(=O)CSc1nc(C)c2ccccc2n1	4.3	-2.5	0.4	0.2	-5.2	?	/	19.5	-1.0
COCCNC(=S)Nc1ccc([N+](=O)[O-])cc1C	-0.3	-1.3	0.2	-4.8	-2.2	-4.0	/	-1.6	3.1
